SMN2 splice up: increases expression of the SMN2 splice variant | HEK293 SMN2-luciferase splicing reporter, luminescence, 30-36 h | Potency, µM (titrated, usually from 46.1 µM), for the others: at the highest dose activity change, positive = activation, most hits filed as activators | 210,000 compounds, 2.8% hits | AID 1458; further: % of control where 0% means no effect; nearly all actives have a fitted effect of over 55% in size
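qHTS luciferase splicing reporter: luminescence rises when SMN2 exon 7 is included in transfected HEK293 cells. Compound exposure lasted 30-36 h at 37C, with 4.5 mM final sodium butyrate as control, followed by a ONE-Glo read.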
Tau fibril ThT: blocks human tau fibril formation measured by thioflavin T | Potency, µM (series often up to 57.4 µM), inactives show at the top dose activity, negative = inhibition, most hits filed as inhibitors | P10636 | AID 1460 | recombinant tau K18 P301L (four-repeat tau fragment), heparin-induced fibrillization, ThT fluorescence | 270,000 compounds, 2.1% hits; further: on the % scale 0 is the no-effect control and ±100 the full control effect; nearly all actives have a fitted effect of over 55% in size
Target sequence (P10636 561-689 P618L limits assumed): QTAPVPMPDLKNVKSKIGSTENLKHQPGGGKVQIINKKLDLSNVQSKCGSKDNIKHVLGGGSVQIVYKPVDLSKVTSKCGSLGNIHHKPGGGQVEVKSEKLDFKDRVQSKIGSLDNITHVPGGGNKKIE
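Tau K18 P301L fragment (15 uM unlabeled plus 0.24 uM Alexa 594-labeled) in 100 mM sodium acetate pH 7 with compound, fibrillization induced by 20 uM heparin for 6 hr at 37 C. Thioflavin T (30 uM) added, fluorescence read after 1 hr (ex 450, em 510 nm).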
JMJD2E inh: JMJD2E (human) inhibition; B2RXH2; JMJD2E catalytic domain, FDH-coupled NADH fluorescence (FDH is formaldehyde dehydrogenase); Potency, µM (series often up to 57.1 µM), for the others: at the highest dose activity change, negative = inhibition, most hits filed as inhibitors; 230,000 compounds, 1.6% hits; AID 2147; active means well fitted inhibition curve with a large enough effect, not every such curve was filed as active; inconclusive means small, poorly fitted or top-dose-only effect, or another doubt; inactive means no such curve, though single readings can be large or run the other way;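 further: 0% = wells with enzyme and -100% = buffer wells without enzyme; nearly all actives have a fitted effect of over 50% in size; many of its hits are not listed in these tables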
Target sequence (B2RXH2 1-337 limits assumed): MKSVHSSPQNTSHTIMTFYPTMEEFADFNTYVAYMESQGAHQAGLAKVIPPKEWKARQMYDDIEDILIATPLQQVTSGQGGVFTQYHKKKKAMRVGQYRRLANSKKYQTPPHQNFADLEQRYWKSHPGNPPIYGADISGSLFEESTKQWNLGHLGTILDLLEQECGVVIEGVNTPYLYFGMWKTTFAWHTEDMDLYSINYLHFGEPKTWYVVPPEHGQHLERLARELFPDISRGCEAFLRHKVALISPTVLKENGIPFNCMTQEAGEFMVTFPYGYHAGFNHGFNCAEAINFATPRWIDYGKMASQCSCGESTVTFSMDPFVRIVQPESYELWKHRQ
L3MBTL1 block: blocks human L3MBTL1. Q9Y468. AlphaScreen L3MBTL1–H3K9me1 peptide binding. Potency, µM (top dose mostly 57.1 µM), for inactives: at the top dose activity, negative = inhibition, actives largely listed as inhibitors. 230,000 compounds, 0.66% hits. AID 485360; further: on the % scale 0 is the no-effect control and ±100 the full control effect; nearly all actives have a fitted effect of over 60% in size
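AlphaScreen assay: L3MBTL1 (50 nM final) was preincubated 30 min at room temperature with biotinylated H3(1-15)K9me1 peptide (75 nM final), then 30 min with library compounds; streptavidin donor and nickel chelate acceptor beads (10 ug/mL final) added, 30 min dark.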
RECQ1 helicase: RECQ1 (human) helicase inhibition | P46063 | RECQ1 DNA unwinding, red fluorescence kinetic read | Potency, µM (top dose mostly 57.3 µM), without a hit: at the highest dose activity, negative = inhibition, usual class: inhibitors | 240,000 compounds, 0.54% hits;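 further: plate controls were vehicle for no effect and no enzyme for full effect; nearly all actives have a fitted effect of over 30% in size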
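50 nM RECQ1T1 preincubated 15 min with compound in Tris pH 8.0 buffer with MgCl2, DTT, Tween-20 and 2.5 ug/ml poly(dI-dC); started with 200 nM TAMRA/BHQ-2 forked duplex and 2 mM ATP. Unwinding read as fluorescence (525/598 nm), two reads 2 h apart.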
ALDH1A1 block: ALDH1A1 (human) enzyme inhibition. P00352. Purified ALDH1A1, NADH fluorescence, propionaldehyde substrate. Potency, µM (doses to about 75.3 µM), for inactives: at the highest dose activity, negative = inhibition, most hits filed as inhibitors. 220,000 compounds, 7.3% hits; active means well fitted inhibition curve with a large enough effect, not every such curve was filed as active; inconclusive means small, poorly fitted or top-dose-only effect, or another doubt; inactive means no such curve, though single readings can be large or run the other way;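 further: plate controls were no enzyme wells and a reference inhibitor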
Target sequence (P00352 whole entry, looked up): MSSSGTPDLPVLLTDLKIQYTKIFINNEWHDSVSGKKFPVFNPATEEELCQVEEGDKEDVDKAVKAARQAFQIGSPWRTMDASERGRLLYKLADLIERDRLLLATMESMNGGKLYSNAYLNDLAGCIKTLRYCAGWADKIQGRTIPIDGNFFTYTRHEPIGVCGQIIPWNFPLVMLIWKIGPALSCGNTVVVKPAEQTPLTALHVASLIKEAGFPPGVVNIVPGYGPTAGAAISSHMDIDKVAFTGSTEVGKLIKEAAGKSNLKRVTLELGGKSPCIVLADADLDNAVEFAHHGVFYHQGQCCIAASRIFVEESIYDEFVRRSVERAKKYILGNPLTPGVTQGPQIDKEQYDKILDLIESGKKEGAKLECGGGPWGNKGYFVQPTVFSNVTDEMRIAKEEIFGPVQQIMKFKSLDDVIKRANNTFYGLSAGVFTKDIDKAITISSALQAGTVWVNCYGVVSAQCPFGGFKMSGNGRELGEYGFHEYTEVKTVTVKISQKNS
KinaseGlo FLuc: Kinase-Glo luciferase inhibition (counter-screen) | Potency, µM (titrated, usually from 38.3 µM), inactives show at the top dose activity change, negative = inhibition, hits mostly inhibitors | Q27757 | AID 1379 | Kinase-Glo luciferase, ATP luminescence, 8 min | 200,000 compounds, 0.28% hits; further: on the % scale 0 is the no-effect control and ±100 the full control effect; nearly all actives have a fitted effect of over 60% in size
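Compounds were added to a substrate mix at pH 7.2 (50 mM imidazole, 10 uM ATP, within the enzyme's linear range), followed by Kinase-Glo detection reagent; luminescence was measured after 8 minutes at ambient temperature.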
Lamin A splicing: modulators of lamin A splicing | HeLa LMNA splicing GFP/RFP minigene ratio, 48 h | Potency, µM (titrated, usually from 46.1 µM), for inactives: top-dose ratio change, negative = inhibition, usual class: inhibitors | 200,000 compounds, 0.01% hits | AID 1487; active means well fitted inhibition curve with a large enough effect in the signal ratio, with a control signal flat, not every such curve was filed as active; inconclusive means small, poorly fitted or top-dose-only effect, or effect the other way, or a change in a side signal; the % refers to the signal ratio; further: on the % scale 0 is the no-effect control and ±100 the full control effect
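Read-out is the ratio of GFP to DsRed2 object intensity, acquired by 488 nm laser-scanning cytometry on HeLa lamin A-EGFP minigene reporter cells. Compound incubation 48 hrs at 37 °C in Opti-MEM with 2% FBS; DMSO 0.5% final.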
An asterisk follows results filed as active; i = inactive; ? = inconclusive; · = not tested or not shown; [ ] = dose if it differs, or a comment. Unless noted, the call rests on the fitted dose curve; in most records, active means well fitted curve in the direction sought with a large enough effect; inconclusive means small, poorly fitted or top-dose-only effect, or another doubt; inactive means no such curve, though single readings can be large; an effect the other way counts as inactive or inconclusive. Potency means the concentration at half of the fitted maximal effect.

#	Compound	Tau fibril ThT	ALDH1A1 block	JMJD2E inh	RECQ1 helicase	L3MBTL1 block	SMN2 splice up	KinaseGlo FLuc	Lamin A splicing
1	Cc1cc(C(=O)CSc2nnnn2C)c(C)n1-c1cccc(F)c1	-3.6%	?	1.6%	i	-5.0%	12.6µM*	-2.2%	?
2	O=C(COc1ccc(CO)cc1)Nc1ccc(F)cc1	-7.0%	-3.7%	0.3%	i	-3.1%[11.4 µM]	29.1%	1.4%	-14.0%
3	CC1CC(C)CN(c2ccc(C(=O)OCC(=O)NC3CCCc4ccccc43)cc2[N+](=O)[O-])C1 (stereo not given)	?	0.0%	18.8%	-2.9%	-6.8%	-16.6%	0.4%	6.4%
4	COc1cccc(Cn2c(=O)c3ccccc3n3nc(C)cc23)c1	-7.4%	5.9%	?	-0.3%	9.9%	·	-1.4%	·
5	CC(=O)NC(=S)Nc1ccccc1F	-0.1%	?	0.8%	i	2.3%	14.2%	2.2%	·
6	CC(=O)NS(=O)(=O)c1ccc(NC(=O)/C=C/c2ccc(C)o2)cc1	?	12.6µM*	?	i	?	4.3%	-1.1%	16.6%[46 µM]
7	Cc1c(C(=O)N(C)C)sc2nc(-c3ccccn3)[nH]c(=O)c12	-9.6%	?	?	-8.5%	·	17.0%	-2.2%	5.7%
8	O=C(CNC(=O)c1cccs1)NCC(=O)OCc1cccc(Cl)c1	2.4%	4.7%	6.5%	-3.2%	2.6%	-3.8%	2.0%	-3.6%
9	Cc1occc1C(=O)Nc1nnc(C2CCCCC2)s1	-14.6%	?	-2.8%	i	7.6%	11.1%	-4.5%	-7.2%
10	CC1=CC(C)(C)n2c(O)c(N=N)c3cc(C)cc1c32	28.2µM*	-3.7%	7.7%	-12.1%	-14.0%	-22.3%	-2.5%	-10.5%
11	CCOC(=O)c1ccc(N2C(=O)C(CC(N)=O)N(CCc3ccc(OC)c(OC)c3)C2=S)cc1 (stereo not given)	?	-15.0%	?	i	-12.0%	-8.6%	2.6%	?
12	CCn1c(N2CCN(C(=O)Nc3ccc(F)cc3)CC2)nc2ccccc21	-5.5%	3.3%	-5.3%	-7.8%	0.1%	-16.7%	-3.8%	-2.9%

Complete entries as entered above. Order of values: Tau fibril ThT, ALDH1A1 block, JMJD2E inh, RECQ1 helicase, L3MBTL1 block, SMN2 splice up, KinaseGlo FLuc, Lamin A splicing
Entry for Cc1cc(C(=O)CSc2nnnn2C)c(C)n1-c1cccc(F)c1 : -3.6%, ?, 1.6%, i, -5.0%, 12.6µM*, -2.2%, ?
Entry for Cc1c(C(=O)N(C)C)sc2nc(-c3ccccn3)[nH]c(=O)c12 : -9.6%, ?, ?, -8.5%, ·, 17.0%, -2.2%, 5.7%
Entry for Cc1occc1C(=O)Nc1nnc(C2CCCCC2)s1 : -14.6%, ?, -2.8%, i, 7.6%, 11.1%, -4.5%, -7.2%

(further entries)
#	Compound	Tau fibril ThT	ALDH1A1 block	JMJD2E inh	RECQ1 helicase	L3MBTL1 block	SMN2 splice up	KinaseGlo FLuc	Lamin A splicing
13	CCC(=O)Nc1cccc(C(=O)/C=C/c2cc(Br)ccc2OC)c1	?	-8.8%	0.4%	-12.4%	·	·	0.2%	?
14	C=CCn1c(SCc2cccc(C#N)c2)nnc1-c1ccccc1O	6.2%	-5.4%	2.7%	i	0.1%	-3.9%	-1.2%	-0.4%
15	O=C(CSc1ncn[nH]1)NC12CC3CC(CC(C3)C1)C2	-3.1%	-14.8%	-14.6%	i	·	10.0%	-5.1%	-2.3%
16	CC(C)CNS(=O)(=O)c1ccc(OCC(=O)Nc2ccc3c(c2)OCCO3)cc1	3.9%	8.1%	2.1%	-2.5%	-2.3%	·	5.5%	?
17	Cc1cc(NC(=O)c2ccc(C)s2)n(-c2ccccc2)n1	-11.4%	3.9%	6.8%	i	·	4.4%	1.3%	5.5%
18	Cc1cccc(N2CCN(C(=O)CN3CCOc4ccccc43)CC2C)c1 (stereo not given)	?	?	-3.2%	1.1%	·	-23.8%	-1.9%	3.2%
19	CCN(c1ccccc1)S(=O)(=O)c1ccc(C(=O)Nc2nccs2)cc1	-3.2%	0.6%	-1.9%	-6.7%	·	-32.1%[inhibitor]	-3.1%	6.5%
20	Cc1ccc(-c2cc(C(=O)NCCCN3CCOCC3)no2)cc1	-4.0%	-1.4%	-15.1%	4.3%	-1.1%	-43.1%[inhibitor]	-1.0%	6.0%
21	O=C(c1cn(-c2ccccc2)nc1-c1cccs1)N1CCOCC1	-7.3%	-10.0%	-2.8%	-8.6%	-5.0%	-8.2%	-1.3%	18.7%
22	Cc1ccccc1NC(=O)NCC1CCN(C(=O)OC(C)(C)C)CC1	-11.2%	·	2.1%	-4.8%	-16.5%	·	·	·
23	Cc1ccc(-n2nnc3c(=O)n(Cc4cc(C)ccc4C)cnc32)cc1	-1.5%	8.4%	18.8%	i	15.1%	-10.3%	2.0%	12.4%
24	Cc1ccccc1C(=O)NNc1ccc(-c2csnn2)cc1	-6.6%	-0.9%	-6.1%	0.9%	6.8%	·	·	·
25	O=C(O)CCCCCN1C(=O)c2ccc(C(=O)O)cc2C1=O	-4.2%	6.2%	-5.2%	i	4.9%	?	0.3%	9.2%
26	O=C(O)CC(NC(=O)CCC1CCCCC1)c1cc([N+](=O)[O-])ccc1Cl (stereo not given)	-4.9%	?	-4.3%	5.2%	·	4.2%	-1.3%	11.2%[9.22 µM]
27	Cc1nnc(NC(=O)CSc2nc(C3CCCCC3)nc3ccccc23)s1	-9.8%	5.4%	3.3%	-1.4%	-0.4%	-7.6%	7.3%	-11.9%
28	Cc1cc(C)c2c(=O)[nH]c(SCC(=O)c3ccc(C)c(C)c3)nc2n1	11.3%	?	-15.8%	-3.6%	31.2%[activator]	13.1%	0.2%	·
29	Cc1ccc(C(=O)NNC(=O)c2ccco2)cc1	-4.0%	-13.4%	?	-8.9%	1.1%	12.6µM*	-1.7%	0.2%
30	CCOC(=O)Nc1ccc2c(c1)OCO2	-13.6%	12.4%	5.4%	5.6%	-3.7%	10.1%	-11.2%	17.8%
31	Cc1cc(C)n2ncc(/C(N)=N/OC(=O)c3ccccc3F)c2n1	-13.6%	·	·	-17.2%	6.4%	·	·	·
32	CC/C(=N/Nc1cccc(C)c1)c1cnnc(SC)n1	?	9.46µM*	-27.6%	i	-8.6%	-13.2%	-4.0%	0.1%
33	COc1ccc(C(CNC(=O)c2ccc(S(=O)(=O)N(C)C)cc2)N2CCCCC2)cc1 (stereo not given)	-3.2%	10µM*	2.2%	i	-6.8%	-9.5%	2.2%	-4.3%[46 µM]
34	c1ccc(-c2noc(CN3CCc4sccc4C3)n2)cc1	-17.2%	6.3%	-12.9%	7.9%	6.3%	3.4%	-5.8%	3.9%[46 µM]
35	COc1cc(/C=C(\C#N)C(=O)N2CCOCC2)cc(Br)c1O	?	?	0.3%	9.7%	-6.7%	·	-1.0%	-6.5%
36	COc1cc(OC)cc(C(=O)Nc2ccc(-c3nc4ccccc4o3)cc2)c1	?	?	?	5.1%	-9.9%	-13.3%	-5.0%	9.3%
37	CC(Oc1ccccc1F)C(=O)NN (stereo not given)	0.9%	17.0%	12.6%	-5.7%	1.7%	8.5%	9.2%	1.7%
38	CCOC(=O)c1sc2nc(C(C)C)c3c(c2c1N)CCC3	-19.3%	?	?	-6.8%	28.8%	-22.2%	-1.9%	-11.4%
39	CN(Cc1ccccc1)C(=O)COC(=O)c1cc(Cl)nc(Cl)c1	-3.0%	2.3%	-11.9%	i	4.2%	1.5%	3.1%	7.2%[46 µM]
40	CCCNC(=O)N1CCC(C(=O)c2ccc(F)cc2)CC1	4.2%	10.1%	-0.6%	-8.7%	0.0%	-6.8%	-0.1%	6.5%
41	COC(=O)c1c(C)c(C)nc(N)c1C#N	-12.4%	?	-6.0%	-6.8%	-3.9%	-6.0%	-7.2%	1.8%
42	O=[N+]([O-])c1cccc(S(=O)(=O)NCCCN2CCOCC2)c1	0.4%	?	-4.7%	1.6%	12.0%	12.5%	-2.2%	-4.8%
43	Cc1cc(SCC(=O)Nc2ccccc2C)nc(C)n1	2.0%	0.0%	6.6%	0.5%	1.9%	-4.1%	-3.5%	7.4%
44	CC(NC(=O)c1ccco1)C(c1cccs1)N1CCOCC1 (stereo not given)	-20.4%	?	1.2%	-6.1%	·	-3.8%	-4.0%	-2.2%
45	CCCOc1ccc(OCCSc2ncccn2)cc1	?	2.4%	5.6%	-5.5%	19.1%	15.8µM*	-4.8%	-9.2%
46	COc1ccc2cc(Br)ccc2c1CC(=O)NCC1CCCO1 (stereo not given)	-4.8%	0.7%	8.9%	-3.4%	1.7%[11.4 µM]	-29.8%	0.6%	?
47	COc1ccc(/C=C/C(=O)N2CCN(S(=O)(=O)/C=C/c3ccccc3)CC2)cc1OC	5.1%	13.6%	?	-1.5%	-3.7%	-2.9%	0.8%	-12.6%
48	CCCOc1c(OC)cccc1C1CC(=O)Nc2cc3c(cc21)OCCO3 (stereo not given)	-7.1%	-1.0%	-1.2%	2.2%	-13.8%	-22.9%	-5.2%	?
49	O=C(COC(=O)c1ccc([N+](=O)[O-])s1)NC(=O)NCc1ccccc1	?	7.08µM*	1.1%	i	11.2µM*	-4.5%	1.1%	·
50	O=C(C1Cc2ccccc2O1)N1CCCCC1 (stereo not given)	0.1%	-2.7%	-6.0%	-20.7%	4.6%	-15.7%	-3.2%	6.3%
51	O=C(NCc1ccncc1)C(=O)NC1CC1	-7.9%	6.5%	0.6%	-1.3%	·	-6.3%	-3.7%	12.4%[46 µM]
52	CCN(CC)C(=O)CN1C(=O)C2(NC(=O)c3ccccc3N2)c2ccccc21 (stereo not given)	-1.4%	?	?	?	13.2%	·	·	·
53	COc1cccc(OCC(O)CN2CCOCC2)c1 (stereo not given)	-0.5%	8.9%	-2.3%	i	50.7%[activator]	-2.5%	1.2%	4.9%

Source: PubChem BioAssay

A portion of the library. The share of hits here may be higher or lower than overall.
